BoNT-A LC inh2 – BoNT/A light chain protease inhibitors, primary screen, biochemical, flow cytometry, MLPCN library; Botulinum neurotoxin type A light chain protease (Clostridium botulinum A str. ATCC 3502); 0.17% of 360,000 active; AID 588499, 2011; multiplex microsphere protease substrate cleavage; inhibition, % at 10 µM; further: plate controls were buffer without enzyme for full effect and enzyme alone for no effect
Anthrax LF prot – Bacillus anthracis LF protease inhibitors, primary screen, biochemical, multiplex microsphere, MLPCN library | Lethal factor (Bacillus anthracis), P15917 | multiplex microsphere protease cleavage assay | inhibition, % at 10 µM | 0.12% of 360,000 active | AID 588501, 2011; further: plate controls were buffer without enzyme for full effect and enzyme alone for no effect
GDH-TPI counter – GDH-TPI coupling enzyme inhibitors, primary screen, artefact control for M. tuberculosis FBA inhibitor project, biochemical, absorbance, full deck. GDH-TPI coupled enzyme counterscreen, NADH absorbance. inhibition, % at 4.8 µM. 1.2% of 360,000 active. AID 588335, 2011; in the data active means inhibition above about 30%;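 further: 0% = DMSO wells and 100% = wells lacking the enzyme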
Mtb UGM inh – M. tuberculosis UGM enzyme inhibitors, primary screen, biochemical, fluorescence polarization, single point; 0.06% of 320,000 active; UDP-galactopyranose mutase (Mycobacterium tuberculosis (strain ATCC 25618 / H37Rv)), …; purified UGM, fluorescence polarization probe displacement; AID 504406, 2011; inhibition, % at 10 µM; in the data active means inhibition above about 10%, passing the limit was not always enough; inconclusive means no clear call, values can overlap the other calls
Target sequence (P9WIQ1 whole entry, looked up): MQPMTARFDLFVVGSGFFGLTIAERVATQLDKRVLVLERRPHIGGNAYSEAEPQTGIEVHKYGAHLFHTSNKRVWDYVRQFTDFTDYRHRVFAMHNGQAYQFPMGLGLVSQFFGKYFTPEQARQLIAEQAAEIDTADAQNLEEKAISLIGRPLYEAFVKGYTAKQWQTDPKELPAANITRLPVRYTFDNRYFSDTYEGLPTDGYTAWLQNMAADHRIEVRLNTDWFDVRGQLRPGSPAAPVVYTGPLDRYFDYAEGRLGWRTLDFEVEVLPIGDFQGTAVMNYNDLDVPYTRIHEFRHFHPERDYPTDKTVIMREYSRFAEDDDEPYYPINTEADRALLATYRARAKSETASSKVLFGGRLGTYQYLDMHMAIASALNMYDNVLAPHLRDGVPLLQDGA
FadD28 binding – inhibitors of FadD28 bisubstrate probe binding, primary screen, biochemical, fluorescence polarization, single point; Mycobacterium tuberculosis FadD28 fatty-acid-AMP ligase; inhibition, % at 12.5 µM; 0.22% of 360,000 active; AID 588549, 2011; in the data active means inhibition above about 8.5%, passing the limit was not always enough; inconclusive means no clear call, values can overlap the other calls
Mtb BioA inh – M. tuberculosis BioA enzyme inhibitors, primary screen, biochemical, plate reader, single point, HTS | AID 602481, 2012 | 0.096% of 360,000 active | purified M. tuberculosis BioA enzyme | inhibition, % at 9.99 µM | 7,8-diaminopelargonic acid synthase BioA (Mycobacterium tuberculosis); in the data active means inhibition above about 40%; inconclusive means no clear call, values can overlap the other calls
BoNT F protease – BoNT/F light chain protease inhibitors, primary screen, biochemical, flow cytometry, MLPCN library; AID 588497, 2011; 0.22% of 360,000 active; Multiplex microsphere protease cleavage assay; Botulinum neurotoxin type F light chain protease (Clostridium botulinum); inhibition, % at 10 µM; in the data active means inhibition above about 35%, passing the limit was not always enough; inconclusive means no clear call, values can overlap the other calls; further: plate controls were buffer without enzyme for full effect and enzyme alone for no effect
PfHsp40 yeast – rescue of yeast from PfHsp40 toxicity, primary screen, S. cerevisiae, ATP luminescence; S. cerevisiae expressing PfHsp40, growth rescue; growth rescue, % at 12.5 µM; 0.68% of 340,000 active; AID 504582, 2011; in the data active means growth rescue above about 28%, passing the limit was not always enough; inconclusive means no clear call, values can overlap the other calls;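 further: yeast W303a lacking pdr1 and pdr3 grown in galactose medium; growth measured after three days at 30 °C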
Mtb FBA inh – Mtb FBA enzyme inhibitors, primary screen, biochemical, fluorescence, strain H37Rv. Fructose-bisphosphate aldolase (Mycobacterium tuberculosis (strain ATCC 25618 / H37Rv)), …. purified M. tuberculosis FBA, fluorescence read-out. inhibition, % at 1 µM. 2.3% of 360,000 active. AID 588726, 2011; in the data active means inhibition above about 27%;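 further: 0% = vehicle and 100% = reference inhibitor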
Target sequence (P9WQA3 whole entry, looked up): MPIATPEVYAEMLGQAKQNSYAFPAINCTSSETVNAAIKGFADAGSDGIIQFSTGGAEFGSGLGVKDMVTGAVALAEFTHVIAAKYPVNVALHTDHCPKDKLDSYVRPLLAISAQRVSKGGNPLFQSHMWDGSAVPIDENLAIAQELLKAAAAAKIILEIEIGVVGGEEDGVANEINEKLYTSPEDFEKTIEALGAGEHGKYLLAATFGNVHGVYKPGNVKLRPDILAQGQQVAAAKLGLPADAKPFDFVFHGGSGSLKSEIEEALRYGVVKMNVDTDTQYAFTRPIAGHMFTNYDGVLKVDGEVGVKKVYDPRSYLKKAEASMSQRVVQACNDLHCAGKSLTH
* marks the source's active call; other numbers are inactive results; ? = inconclusive; . = no result given. Unless noted, no stated cut-off is given here; in the data, active means inhibition above about 30%; inconclusive means no clear call, values can overlap the other calls; inactive means below that.

item	canonical_smiles	GDH-TPI counter	FadD28 binding	BoNT F protease	Mtb FBA inh	Mtb UGM inh	Anthrax LF prot	BoNT-A LC inh2	Mtb BioA inh	PfHsp40 yeast
1	COC(=O)COc1ccc2c(=O)c(Oc3ccccc3Br)coc2c1	11	-1.8	-14	0	1.0	-17	-1.0	-2.0	0.7
2	Cc1ccc(CNc2ccc(N3CCOCC3)cc2)s1	-1	-0.2	6	3	-1.6	9	0.0	0.0	-0.5
3	COCCn1c(/C=C/c2ccccc2)nc2ccccc21	30	-3.7	-5	53*	-0.3	6	-1.6	3.1	-0.1
4	COC(=O)c1c(NC(=O)Cc2cccs2)sc2c1CCC(C)C2 (stereo unspecified)	8	1.0	-1	1	0.1	-7	-1.0	-2.4	-0.6
5	CN1CCN(c2ccccc2NC(=O)c2cc(Br)ccc2Cl)CC1	4	-3.1	-18	3	4.1	-2	1.9	-0.9	-0.8
6	C=CCOc1ccccc1/C=N/NC(=O)Cc1ccccc1	13	-3.8	?	1	-1.9	-4	-4.9	-0.3	-0.8
7	CCC(Oc1ccccc1)C(=O)Nc1ccccc1OC (stereo unspecified)	8	-4.6	-16	-6	-1.0	-2	-0.5	0.5	-0.8
8	Nc1c(N(Cc2ccco2)C(=O)c2ccc(Cl)cc2)c(=O)[nH]c(=O)n1Cc1ccccc1	-2	-3.2	-7	-1	0.7	-4	-2.9	-1.1	-0.8
9	Cc1ccc(/C=N/NC(=S)NCCc2ccccc2)s1	7	-0.8	-6	0	-1.3	-3	-1.3	.	-0.1
10	Cc1nnc(SCC(=O)Nc2c(Cl)cccc2Cl)[nH]c1=O	6	0.8	-6	-2	1.3	-6	-0.8	-0.5	-0.3
11	CC(C)(C)NC(=O)NCCc1ccccc1	1	0.6	.	0	0.1	.	.	0.0	-1.8
12	CC(=O)O[C@H](COc1c2ccoc2cc2oc(=O)ccc12)C(C)(C)O	12	-0.4	-8	45*	0.4	3	0.5	0.8	-0.9
13	Cc1ccc(/C=N/NC(=O)c2nnn(-c3nonc3N)c2CSc2ccccc2)s1	6	-2.7	4	2	-0.2	0	0.7	4.6	0.3
14	CN(C)CCOC(=O)CCc1ccccc1	12	0.3	9	0	3.5	3	0.8	-0.5	-1.3
15	CC[C@H](C)[C@H](NS(=O)(=O)c1ccc(C)cc1)C(=O)N1CCC(C(=O)N[C@H](C(=O)O)C(C)C)CC1	3	0.0	-2	-1	-1.9	-4	-0.1	.	0.1
16	CC(=O)NC(CC(=O)OCC(=O)Nc1cc(S(=O)(=O)N2CCCCC2)ccc1C)c1ccccc1 (stereo unspecified)	1	.	-4	3	2.8	-2	-0.1	0.1	-0.6
17	Cc1ccccc1-c1nnc(-c2cccs2)o1	-4	-0.3	-1	29*	1.2	-1	-0.5	0.5	0.8
18	N=C1N(c2ccccc2)C(=S)C(=Nc2ccccc2)N1c1ccccc1	7	-3.8	-7	-1	.	1	0.1	.	0.0
19	O=C(COC(=O)/C=C/c1ccc(C(F)(F)F)cc1)NCC1CCCO1 (stereo unspecified)	-13	-0.2	5	-1	-0.1	-1	1.7	-0.2	0.2
20	Cc1ccc(-c2nn(CC(=O)NCC3CCCO3)c(=O)c3ccccc23)cc1 (stereo unspecified)	5	-1.0	-9	3	-2.7	-3	-3.4	-0.6	-0.9

Values in list order from the entries so far:
Entries 13 to 20 in Mtb UGM inh: -0.2, 3.5, -1.9, 2.8, 1.2, ., -0.1, -2.7
Entries 13 to 20 in BoNT F protease: 4, 9, -2, -4, -1, -7, 5, -9

Next part
item	canonical_smiles	GDH-TPI counter	FadD28 binding	BoNT F protease	Mtb FBA inh	Mtb UGM inh	Anthrax LF prot	BoNT-A LC inh2	Mtb BioA inh	PfHsp40 yeast
21	CCc1nnc(NC(=O)CSc2nnc(-c3ccco3)n2CCOC)s1	1	-2.8	-4	4	-2.0	3	-1.1	.	-0.8
22	CC(C)C(NC(=O)c1ccco1)C(=O)NCC(c1ccco1)N(C)C (stereo unspecified)	-4	1.1	5	5	1.7	-2	1.7	-8.4	-2.1
23	Cc1ccc2c(c1)cc(C(=O)NCc1ccccc1)n2C	16	-1.2	.	14	0.3	.	.	-0.4	-0.4
24	Cc1cnc(C)c(N(C)NC(=S)Nc2ccccc2)n1	9	-0.4	-1	4	-0.5	2	0.6	.	-2.6
25	CCCn1c(N)c(C(=O)CSc2n[nH]c(-c3ccccc3F)n2)c(=O)n(C)c1=O	2	-1.6	-2	2	-0.1	3	1.4	-1.4	0.1
26	Cc1cc(C(=O)CC#N)c(C)n1CC(F)(F)F	4	-0.5	1	-1	-1.9	-1	0.2	-2.4	0.1
27	Cn1cccc1/C=N/NC(=O)CSc1nc2ccccc2n1C	5	-3.9	?	-4	1.8	-13	-1.4	.	0.1
28	CC(C)CC(=O)N1CCN(Cc2ccc3ccccc3c2)CC1	13	-0.2	?	0	0.4	9	0.3	-0.9	0.0
29	Clc1ccc(-c2nc3c4ccccc4ccn3c2Cc2ccccc2)cc1	-5	0.3	-4	5	.	1	-0.3	-6.3	.
30	CCOC(=O)C1(Cc2cccc(OC)c2)CCN(Cc2cccc3cnccc23)CC1	7	-2.4	0	2	-2.5	0	0.5	.	1.5
31	CCOC(=O)C1(C(=O)OCC)NC(=O)CC1C(C)C (stereo unspecified)	3	-4.1	-3	-1	.	-1	-0.2	.	-1.6
32	Cc1cc(C)cc(N(CC(=O)NCc2ccccc2Cl)S(=O)(=O)c2c(C)[nH]c(=O)[nH]c2=O)c1	-3	-4.0	3	-2	-0.1	1	1.2	-0.1	-0.2
33	O=C(Nc1nc(C2C3CC4CC(C3)CC2C4)cs1)c1cc2cc([N+](=O)[O-])ccc2oc1=O (stereo unspecified)	7	-0.2	-2	-9	0.5	7	0.5	-0.8	-1.3
34	Cc1cc(C)cc(Oc2ccc(NC(=O)C3CC=CCC3C(=O)O)cc2)c1 (stereo unspecified)	-10	-22	4	-1	-0.7	-5	0.1	0.2	2.0
35	COC(=O)c1c(NC(=O)C(=O)NCCCN2CCOCC2)sc2c1CCCC2	5	-4.3	4	-1	1.2	4	2.7	0.8	-1.4
36	COc1cc(-c2nnn(CC(=O)NCc3ccccc3)n2)cc(OC)c1OC	3	0.0	-4	1	0.7	-1	0.4	.	-0.5
37	COc1ccc(/C(C)=N/NS(=O)(=O)c2ccccc2)c(OC)c1	2	1.3	-2	0	0.1	-1	-1.0	1.4	-1.6
38	COc1cccc(OCCNC(=O)CSc2ccc(C(F)(F)F)cc2[N+](=O)[O-])c1	17	-1.5	-1	-3	-2.4	-1	-0.1	.	3.7
39	Cc1ccc(NC(=O)CC(C)N2CCCC2)cc1 (stereo unspecified)	-3	0.6	1	-1	0.9	-5	-0.6	-1.7	0.0
40	O=C(Cc1ccccc1)NCC(=O)OCc1ccc([N+](=O)[O-])cc1	11	-0.6	-5	-2	1.1	-3	-0.2	0.8	-0.5

Filtered by structure: those above with a nitro group on carbon (3)
item	canonical_smiles	GDH-TPI counter	FadD28 binding	BoNT F protease	Mtb FBA inh	Mtb UGM inh	Anthrax LF prot	BoNT-A LC inh2	Mtb BioA inh	PfHsp40 yeast
33	O=C(Nc1nc(C2C3CC4CC(C3)CC2C4)cs1)c1cc2cc([N+](=O)[O-])ccc2oc1=O (stereo unspecified)	7	-0.2	-2	-9	0.5	7	0.5	-0.8	-1.3
38	COc1cccc(OCCNC(=O)CSc2ccc(C(F)(F)F)cc2[N+](=O)[O-])c1	17	-1.5	-1	-3	-2.4	-1	-0.1	.	3.7
40	O=C(Cc1ccccc1)NCC(=O)OCc1ccc([N+](=O)[O-])cc1	11	-0.6	-5	-2	1.1	-3	-0.2	0.8	-0.5

Later entries
item	canonical_smiles	GDH-TPI counter	FadD28 binding	BoNT F protease	Mtb FBA inh	Mtb UGM inh	Anthrax LF prot	BoNT-A LC inh2	Mtb BioA inh	PfHsp40 yeast
41	Cc1[nH]c2ccc(O)cc2c1CCN	16	-1.9	-56	1	-1.5	-25	-0.7	0.0	-0.5
42	Cc1ccc(C(=O)N/C(=C\c2ccc(Cl)cc2)C(=O)NCC2CCCO2)cc1 (stereo unspecified)	5	-1.5	-1	2	-0.5	0	-0.2	-0.8	0.1
43	COc1ccc2nc(C(F)(F)C(F)(F)F)c(C#N)c(N)c2c1	7	-3.8	15	3	1.3	-1	0.7	-2.0	1.5
44	COc1ccc(N2C(=O)c3ccccc3NC2c2ccc(OC)c(COc3ccccn3)c2)cc1 (stereo unspecified)	15	-3.5	-16	14	-0.4	1	0.3	.	0.6
45	COc1ccc(N/C=C2\C(=O)CCc3c2oc2cc(Cl)c(O)c(Cl)c32)cc1	4	-1.7	-15	-3	0.1	-5	-0.5	0.7	0.4
46	Nc1nc(N)c2cc(S(=O)(=O)c3ccc4ccccc4c3)ccc2n1	18	-0.8	1	6	.	-1	-0.2	1.1	.
47	CCCCn1c(CCC(=O)O)nc2cc(S(=O)(=O)N(CC)CC)ccc21	15	-1.2	-35	-3	2.0	-10	7.7	4.6	0.2
48	COc1ccc(N2CC(C(=O)N[C@@H](CC(C)C)C(=O)NC3CCCCC3)CC2=O)cc1 (stereo partly specified)	-3	0.3	7	4	1.1	-2	0.2	.	0.1
49	CN(C)C(CNC(=O)c1sc2ccccc2c1Cl)c1ccco1 (stereo unspecified)	5	-0.9	-3	-1	.	-2	-0.4	-1.2	.
50	O=C(Cn1nnc(-c2ccc3c(c2)OCO3)n1)NCc1ccccc1	12	-2.1	-4	2	-1.9	-2	-0.7	.	1.4
51	COc1ccc(-n2c(Cc3cccn3C)nnc2SCC(=O)Nc2ccc(C)cc2C)cc1	-9	1.7	-8	5	-1.7	1	-0.5	2.4	0.1
52	COc1ccccc1-c1cc2nc(C)c(CCC(=O)NCc3ccc(F)cc3)c(C)n2n1	14	-2.4	1	13	1.5	-3	-0.2	0.6	-1.4
53	CC(NC(=O)CSc1nc(=O)cc(N)n1-c1ccccc1)c1ccccc1 (stereo unspecified)	6	-2.6	0	2	0.7	-2	0.5	.	-0.2
54	COc1ccc(CCN2C(=O)CSC2c2cccc([N+](=O)[O-])c2)cc1OC (stereo unspecified)	-5	-3.0	-19	1	-0.7	-26	-1.6	5.5	1.0
55	c1ccc(CNc2ccccn2)cc1	1	-0.3	?	3	1.0	-17	?	-3.3	-0.8

Source: PubChem
